Gli-Sufu antag – blocks Gli-Sufu signaling in a luciferase reporter; Sufu-KO-LIGHT fibroblasts, Gli luciferase reporter luminescence; inhibition, % at 5 µM; actives 0.74% (n = 340,000); AID 588413;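 active means inhibition above about 55%, limit read from the data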;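 further: 0% = DMSO-treated cells and 100% = wells with medium but no cells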
HKDC1 inhibitor – blocks human hexokinase HKDC1 activity; inhibition, % at 20 µM; Q2TB90; actives 0.16% (n = 340,000); recombinant HKDC1, G6PDH/diaphorase resazurin coupled fluorescence; AID 493160;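 active means inhibition above about 35% when tested at 20 µM, limit read from the data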;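 further: plate controls were DMSO wells with enzyme for no effect and DMSO wells lacking enzyme for full effect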
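Test system: Recombinant HKDC1 (HK5) hexokinase enzyme, produced in-house | Input: HKDC1 at 5 µg/mL | Buffer or medium: Tris pH 8.0 buffer with MgCl2, Tween-20, BSA, BME | Schedule: 90 min reaction incubation at room temperature, dark | Technique: Resazurin-to-resorufin fluorescence via G6PDH and diaphorase coupling, 525/613 nm | Controls: DMSO wells with and without enzyme mix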
SENP8 inh – SENP8 protease inhibition. AID 2540. Q96LD8. inhibition, % at 10 µM. purified SENP8, Z-RLRGG-aminoluciferin cleavage, luminescence. actives 1.2% (n = 330,000)
Target sequence (Q96LD8 whole entry, looked up): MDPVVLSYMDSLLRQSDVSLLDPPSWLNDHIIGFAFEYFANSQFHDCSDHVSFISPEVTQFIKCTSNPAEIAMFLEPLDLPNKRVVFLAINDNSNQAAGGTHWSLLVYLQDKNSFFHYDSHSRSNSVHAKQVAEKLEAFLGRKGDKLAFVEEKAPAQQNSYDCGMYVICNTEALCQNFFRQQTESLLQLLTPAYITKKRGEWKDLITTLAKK
UBC13 inh – blocks human UBC13 polyubiquitin chain formation; P61088; TR-FRET; inhibition, % at 20 µM; actives 0.47% (n = 330,000); in the data active means inhibition above about 45%, passing the limit was not always enough
Target sequence (P61088 whole entry, looked up): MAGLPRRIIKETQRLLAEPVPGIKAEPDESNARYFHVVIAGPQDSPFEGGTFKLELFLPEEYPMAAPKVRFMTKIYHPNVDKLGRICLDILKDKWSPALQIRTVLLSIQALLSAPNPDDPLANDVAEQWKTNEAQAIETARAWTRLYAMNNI
Apaf-1 inh – inhibitors of human Apaf-1 apoptosome | O14727 | reconstituted apoptosome caspase-3 activity, DEVD-Rh110 fluorescence | inhibition, % at 20 µM | actives 0.71% (n = 330,000) | AID 489030; active means inhibition of at least 40% at 20 µM;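 further: plate controls were DMSO wells for no effect and DEVD-CHO caspase inhibitor wells for full effect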
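System – cell-free apoptosome with Apaf-1, procaspase-3 and caspase-9 · Buffer or medium – pH 7.5 Hepes buffer with CHAPS, BSA, DTT · Also added – cytochrome c with DEVD-Rh110 · Times – 30 min compound preincubation, 50 min activation, room temperature · Technique – Rh110 fluorescence intensity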
697 NFkB inh – inhibitors of the PMA/ionomycin-induced NF-kB reporter in 697 B cells | actives 0.33% (n = 330,000) | AID 435022 | inhibition, % at 4 µM | 697 B-cell NF-kB luciferase reporter, 16 h; in the data active means inhibition above about 35%
Jurkat NFkB inh – lowers PMA/ionomycin-induced NF-kB signal in Jurkat cells; PMA/ionomycin-induced NF-kB luciferase reporter, luminescence; inhibition, % at 4 µM; actives 0.53% (n = 330,000)
SENP7 inh – SENP7 protease inhibition. recombinant SENP7, Z-RLRGG-aminoluciferin luminescence, 40 min. inhibition, % at 5 µM. actives 1.5% (n = 330,000);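 active means inhibition above about 50% at the single test dose, limit read from the data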;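 further: plate controls were DMSO with enzyme for no effect and no enzyme buffer wells for full effect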
Target sequence (Q9BQF6 706-1050 limits assumed): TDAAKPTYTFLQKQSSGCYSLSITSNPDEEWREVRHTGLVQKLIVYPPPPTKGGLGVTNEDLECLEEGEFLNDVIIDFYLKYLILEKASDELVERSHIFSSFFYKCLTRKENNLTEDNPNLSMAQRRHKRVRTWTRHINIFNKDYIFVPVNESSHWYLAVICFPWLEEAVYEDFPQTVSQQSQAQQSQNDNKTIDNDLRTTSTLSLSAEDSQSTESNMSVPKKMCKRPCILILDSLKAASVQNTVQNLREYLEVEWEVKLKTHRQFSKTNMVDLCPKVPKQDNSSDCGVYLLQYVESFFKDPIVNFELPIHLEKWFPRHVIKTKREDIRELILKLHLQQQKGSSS
The depositor's hits bear a star; x = not tested or not shown. Unless noted, no stated cut-off is given here; in the data, active means inhibition above about 50%; inactive means the rest.

SMILES | Gli-Sufu antag | HKDC1 inhibitor | SENP8 inh | UBC13 inh | Apaf-1 inh | 697 NFkB inh | Jurkat NFkB inh | SENP7 inh
O=C(CN1CCC(n2nnc3cc(F)ccc32)CC1)Nc1ccc2c(c1)CCC2 | -5.6 | 4.7 | -3.5 | -12.4 | 22.0 | 13.7 | -0.5 | -4.8
Cc1cc(C)cc(NC(=O)CSc2nnc(CN3CCOCC3)n2C)c1 | 6.1 | -4.7 | 4.0 | 4.1 | -1.3 | 11.3 | 2.3 | 1.9
Cn1c(/C=C/c2cccc([N+](=O)[O-])c2)c([N+](=O)[O-])c(=O)n(C)c1=O | 23.0 | 24.2 | -5.7 | -3.9 | 10.9 | -12.3 | -12.2 | -10.7
O=C(CN1CCN(c2ccccn2)CC1)Nc1ccc(F)c(F)c1 | -6.3 | 3.5 | -13.0 | 0.7 | -1.3 | -1.1 | -15.9 | -2.1
O=C(CSc1nnc(-c2ccco2)n1Cc1ccco1)Nc1ccccc1 | 0.1 | -5.0 | -2.7 | -5.0 | 10.4 | -13.0 | -11.8 | -10.2
COc1cccc(C(=O)NN2CC(O)=C(c3nc4ccccc4n3C)C2=N)c1 | x | x | 2.4 | 2.5 | 2.0 | 3.5 | 7.7 | 3.2
COc1ccccc1NS(=O)(=O)c1ccc(C)c(NC(=O)NC2CCCCC2)c1 | 5.3 | -4.1 | -2.1 | -2.0 | -4.9 | 4.8 | -9.1 | 5.5
O=C(CN(Cc1ccc(F)cc1)C(=O)c1ccco1)NCc1ccc(F)cc1 | 3.4 | -3.1 | 0.0 | -1.5 | -3.4 | 1.0 | 5.7 | 6.5
COc1ccc(Cl)cc1NC(=O)CN(C)C(=O)CCNC(=O)c1ccccc1OC | -11.7 | 1.0 | -17.1 | 5.8 | 8.1 | 0.5 | 1.5 | -4.5
CCOc1cc2c(cc1OCC)C(C(=O)O)C(c1ccc(OC)c(O)c1)N(C)C2=O (stereo not given) | 2.2 | 8.4 | -0.9 | -6.5 | -0.8 | 7.9 | -11.1 | -4.4
COc1ccc(C(=O)N/N=C/c2cn[nH]c2-c2ccc(OC)cc2OC)cc1 | -2.4 | -8.6 | -0.6 | 5.2 | -9.6 | 20.2 | 2.6 | -0.5
CCN(CC)C(=O)CC(c1cc(OC)c(OC)c(OC)c1)c1c(OC)cc(OC)c2ccc(=O)oc12 (stereo not given) | -16.6 | -0.9 | -14.7 | -3.3 | 4.7 | 7.2 | -3.0 | 11.1

Filtered by structure: the entries above with a halogen (4)
SMILES | Gli-Sufu antag | HKDC1 inhibitor | SENP8 inh | UBC13 inh | Apaf-1 inh | 697 NFkB inh | Jurkat NFkB inh | SENP7 inh
O=C(CN1CCC(n2nnc3cc(F)ccc32)CC1)Nc1ccc2c(c1)CCC2 | -5.6 | 4.7 | -3.5 | -12.4 | 22.0 | 13.7 | -0.5 | -4.8
O=C(CN1CCN(c2ccccn2)CC1)Nc1ccc(F)c(F)c1 | -6.3 | 3.5 | -13.0 | 0.7 | -1.3 | -1.1 | -15.9 | -2.1
O=C(CN(Cc1ccc(F)cc1)C(=O)c1ccco1)NCc1ccc(F)cc1 | 3.4 | -3.1 | 0.0 | -1.5 | -3.4 | 1.0 | 5.7 | 6.5
COc1ccc(Cl)cc1NC(=O)CN(C)C(=O)CCNC(=O)c1ccccc1OC | -11.7 | 1.0 | -17.1 | 5.8 | 8.1 | 0.5 | 1.5 | -4.5

The listing picks up, repeating the 3 entries before the break.
SMILES | Gli-Sufu antag | HKDC1 inhibitor | SENP8 inh | UBC13 inh | Apaf-1 inh | 697 NFkB inh | Jurkat NFkB inh | SENP7 inh
CCOc1cc2c(cc1OCC)C(C(=O)O)C(c1ccc(OC)c(O)c1)N(C)C2=O (stereo not given) | 2.2 | 8.4 | -0.9 | -6.5 | -0.8 | 7.9 | -11.1 | -4.4
COc1ccc(C(=O)N/N=C/c2cn[nH]c2-c2ccc(OC)cc2OC)cc1 | -2.4 | -8.6 | -0.6 | 5.2 | -9.6 | 20.2 | 2.6 | -0.5
CCN(CC)C(=O)CC(c1cc(OC)c(OC)c(OC)c1)c1c(OC)cc(OC)c2ccc(=O)oc12 (stereo not given) | -16.6 | -0.9 | -14.7 | -3.3 | 4.7 | 7.2 | -3.0 | 11.1
Cc1ccc(N(C)C(=O)N2CCN(c3ccccn3)CC2)cc1 | 4.9 | 0.6 | 6.2 | 11.3 | 11.0 | -1.2 | -2.0 | -12.3
Cc1c(CCOC(=O)c2cccc([N+](=O)[O-])c2)sc[n+]1CC(=O)c1ccccc1 | 1.1 | 3.0 | -4.3 | 11.2 | 8.4 | 2.2 | -7.9 | 2.0
Cc1ccc(N2CCN(S(=O)(=O)c3ccc4c(c3)n(C)c(=O)c(=O)n4C)CC2C)cc1 (stereo not given) | 3.9 | -12.4 | -11.2 | -16.6 | 2.0 | 3.9 | 6.4 | -0.1
CCCCN(C)C(=O)c1ccc2c(c1)S(=O)(=O)c1ccccc1C2=O | -7.1 | -6.5 | 1.0 | 7.1 | 21.3 | -0.2 | 0.5 | -0.9
CCOC(=O)c1c(NC(=O)c2cc(-c3cccc(O)c3)on2)sc(C(C)=O)c1C | -7.1 | 3.3 | -3.0 | -35.1 | -3.9 | -7.8 | -3.4 | -9.5
CCN(CC)c1ccc(/C=N/NC(=O)Cc2nnc(NC(=O)Nc3ccccc3)s2)cc1 | -11.6 | -1.1 | -4.0 | -11.4 | 4.5 | 29.3 | -4.9 | -0.9
N#C/C(=C\c1cn(CCOc2ccccc2)c2ccccc12)C(=O)NCc1cccs1 | -6.9 | -12.8 | -2.3 | -7.4 | 12.8 | 5.0 | 3.2 | 0.9
O=C(c1ccccc1Cl)N1CCN(Cc2ccc3c(c2)OCO3)CC1 | 1.1 | -1.4 | -7.0 | -8.3 | -1.4 | -53.4 | -12.7 | -8.4
Cc1cc(=O)[nH]c(CN2CCC(c3ccccc3)CC2)n1 | 4.9 | 0.4 | 2.2 | 2.9 | -2.3 | 7.1 | -7.8 | 8.5
O=C(Nc1ccnn1C1CCN(CC(O)CO)CC1)C1CCCC1 (stereo not given) | -10.8 | 6.4 | 2.6 | -6.7 | -7.7 | 10.6 | 0.1 | 8.9
CCN1CCN(S(=O)(=O)c2cccc([N+](=O)[O-])c2)CC1 | -7.6 | -0.9 | 0.4 | 4.8 | -6.0 | 19.5 | -1.8 | -3.8
CCCSc1nc(N2CCOCC2)c2c(c1C#N)CCCC2 | 8.5 | 4.5 | 1.6 | 38.5 | 20.9 | -35.3 | -1.0 | 7.4
Cc1c(Cl)cccc1N1C(=O)C(N2C(=O)c3cccc([N+](=O)[O-])c3C2=O)C1c1cccs1 (stereo not given) | -0.7 | -4.8 | 1.5 | 0.6 | -10.9 | 5.9 | -6.6 | -2.3
CC(C)(C)c1ccc(C2C(C#N)=C(N)Oc3n[nH]c(-c4cccnc4)c32)cc1 (stereo not given) | -14.7 | -4.4 | -2.4 | 0.0 | 7.4 | -29.1 | 0.0 | -0.6
Cc1ccc(CNC(=O)c2cnc3ccccc3n2)cc1 | 19.3 | -0.1 | 3.5 | 1.6 | 10.3 | -14.8 | -2.9 | 1.2

Some of these compounds in order of the Jurkat NFkB inh value, lowest first:
canonical_smiles,HKDC1 inhibitor,UBC13 inh,697 NFkB inh,Jurkat NFkB inh,SENP7 inh
O=C(c1ccccc1Cl)N1CCN(Cc2ccc3c(c2)OCO3)CC1,-1.4,-8.3,-53.4,-12.7,-8.4
Cc1cc(=O)[nH]c(CN2CCC(c3ccccc3)CC2)n1,0.4,2.9,7.1,-7.8,8.5
Cc1c(Cl)cccc1N1C(=O)C(N2C(=O)c3cccc([N+](=O)[O-])c3C2=O)C1c1cccs1 (stereo not given),-4.8,0.6,5.9,-6.6,-2.3

Screens: PubChem, Sanford-Burnham Center for Chemical Genomics
